GLD-1 RNA inh = GLD-1-TGE RNA interaction inhibition (C. elegans) | AID 2280 | purified GLD-1 + fluorescein TGE RNA, fluorescence polarization | 320,000 compounds, 0.44% hits | inhibition, % at 5.96 µM;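 active = percent inhibition above a per-plate cutoff, the plate mean of test compounds plus 3 SD, cut at about 30% in these data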;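 note: 0% = DMSO wells with GLD-1 and probe and 100% = wells lacking GLD-1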
AGP1 TOR yeast = modulators of TOR pathway AGP1-GFP in S. cerevisiae; S. cerevisiae AGP1-GFP multiplex flow cytometry, 3 h; GFP as percent of DMSO wells; AID 2066; 320,000 compounds, 0.02% hits; GFP response vs DMSO, % at 10 µM;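 active = GFP response relative to DMSO above a set limit, near screen average plus 3 SD, cut at about 150% in these data; inconclusive = fewer than 70 cells counted for the yeast strain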;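 note: median GFP channel fluorescence of the gated AGP1 strain per well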
GRK2 inh = human GRK2 inhibition via aptamer displacement. bead flow cytometry, FAM-aptamer displacement from GRK2. P25098. 330,000 compounds, 0.59% hits. inhibition of aptamer binding, % at 10 µM;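 active = inhibition of aptamer binding above 40%, roughly 3 SD of noise, on plates passing a quality check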;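 note: median bead fluorescence of bound FAM aptamer so fluorescent compounds give negative values; no value below 0 was filed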
MCL1 BIM primary = disrupts human MCL1 binding to BIM-BH3 peptide; Q07820; GST-MCL1 / FITC-Bim-BH3 fluorescence polarization; inhibition, % at 10.9 µM; 320,000 compounds, 0.68% hits; AID 2057;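 active = inhibition above the mean inhibition of all tested compounds plus 3 SD, set per campaign, cut at about 40% in these data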;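 note: 0% = DMSO wells and 100% = unlabeled Bim-BH3 peptide control; higher means more loss of mP so more displacement of Bim peptide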
MEX-5 binding = C. elegans MEX-5 TCR-2 RNA binding activity | MEX-5/FITC-TCR2 RNA binding, fluorescence polarization; stronger effect = lower value | 300,000 compounds, 0.38% hits | AID 1832 | activity score (negative = inhibition of binding), % at 10 µM | Q9XUB2;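 active = inhibition past about -25% in most replicates, and total fluorescence under double the plate's negative control median, limit read from the data; inconclusive = replicates evenly split on the limit, or fluorescence at least double controls; inactive = too little inhibition in most replicates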;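 note: 0% = DMSO and -100% = 5 µM competing unlabeled TCR2 RNA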
VLA-4 inh = inhibition in a human VLA-4 binding assay; P13612; VLA-4 expressing cells, ligand binding flow cytometry; inhibition, % (about 7 µM as worked out from the volumes in the protocol); 330,000 compounds, 0.2% hits; AID 2557; in the data active = inhibition above about 50%
Target sequence (P13612 whole entry, looked up): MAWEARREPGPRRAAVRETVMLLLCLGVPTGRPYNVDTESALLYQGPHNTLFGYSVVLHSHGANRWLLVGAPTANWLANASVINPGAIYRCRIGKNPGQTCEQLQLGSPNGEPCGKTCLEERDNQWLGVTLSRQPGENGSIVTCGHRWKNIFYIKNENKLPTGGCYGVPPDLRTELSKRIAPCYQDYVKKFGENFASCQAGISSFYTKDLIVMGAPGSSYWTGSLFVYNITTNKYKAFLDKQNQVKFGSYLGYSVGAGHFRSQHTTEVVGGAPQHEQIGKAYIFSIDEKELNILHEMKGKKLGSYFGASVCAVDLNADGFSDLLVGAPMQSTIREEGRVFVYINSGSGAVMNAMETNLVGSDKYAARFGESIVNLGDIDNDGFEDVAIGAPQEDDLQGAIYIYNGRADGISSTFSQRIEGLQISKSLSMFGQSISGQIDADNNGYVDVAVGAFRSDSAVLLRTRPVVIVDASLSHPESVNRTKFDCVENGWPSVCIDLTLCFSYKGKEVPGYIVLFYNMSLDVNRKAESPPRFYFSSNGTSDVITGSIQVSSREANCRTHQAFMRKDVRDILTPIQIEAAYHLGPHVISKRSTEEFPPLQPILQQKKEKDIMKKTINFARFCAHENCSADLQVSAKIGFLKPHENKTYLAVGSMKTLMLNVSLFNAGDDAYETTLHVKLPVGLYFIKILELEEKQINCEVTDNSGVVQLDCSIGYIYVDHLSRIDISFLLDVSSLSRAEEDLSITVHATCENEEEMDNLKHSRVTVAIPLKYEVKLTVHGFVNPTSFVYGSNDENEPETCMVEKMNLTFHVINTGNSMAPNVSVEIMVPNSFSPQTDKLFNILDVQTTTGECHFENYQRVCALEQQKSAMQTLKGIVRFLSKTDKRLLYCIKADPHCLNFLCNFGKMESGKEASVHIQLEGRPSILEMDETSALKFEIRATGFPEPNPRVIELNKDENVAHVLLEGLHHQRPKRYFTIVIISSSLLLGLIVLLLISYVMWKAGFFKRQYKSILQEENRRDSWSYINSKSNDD
CIT2 TOR yeast = modulators of TOR pathway CIT2-GFP in S. cerevisiae; S. cerevisiae CIT2-GFP strain, flow cytometry, 3 h; 100 means same as DMSO wells; GFP response vs DMSO, % at 10 µM; 320,000 compounds, 0.065% hits; AID 2029;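 active = GFP response relative to DMSO above a set limit, near the screen mean plus 3 SD, cut at about 150% in these data; inconclusive = Fewer than 70 cells measured for a yeast strain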;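 note: ratio of well median GFP fluorescence to mean of DMSO wells on the plate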
Bcl-xL primary = inhibitors of human Bcl-xL; inhibition, % at 10.9 µM; Q07817; GST-Bcl-xL / FITC-Bim BH3 peptide fluorescence polarization; AID 2129; 320,000 compounds, 0.7% hits;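 active = inhibition above the mean of all tested compounds plus 3 SD, cutoff set per campaign, cut at about 30% in these data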;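 note: 0% = DMSO wells and 100% = unlabeled Bim-BH3 peptide competitor; inhibitors lower millipolarization by displacing the labeled peptide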
CR mimetic SO = lowers age-related superoxide in aged yeast cells. S. cerevisiae aged cells, superoxide DHE fluorescence; stronger effect = lower value. superoxide response (% of plate mean), % at 10 µM. 330,000 compounds, 0.18% hits. AID 2690;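 active = superoxide response under a set limit, about three screen SD below normal, cut at about 65% in these data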;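 note: yeast aged for seven days with compound at 30 °C before DHE staining; 100% = average MFI of all compound-treated wells on the plate with controls excluded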
* hit, by the source's call; ? = inconclusive; · = no result given.

SMILES	GLD-1 RNA inh	AGP1 TOR yeast	GRK2 inh	MCL1 BIM primary	MEX-5 binding	VLA-4 inh	CIT2 TOR yeast	Bcl-xL primary	CR mimetic SO
COc1ccc(-c2cc(C(=O)N3CCCc4ccccc43)no2)cc1OC	2	101	0	10	1.6	18	110	3	102
O=C(NNC(=S)Nc1ccc(F)cc1)[C@H]1C[C@@H]1c1ccccc1	0	104	3	2	-0.7	-3	89	-2	95
CCOC(=O)Nc1ccccc1C(=O)Nc1cc(C)cc(C)c1	5	88	1	-8	2.1	-6	97	-1	102
Cc1[nH]c2ccc(C(=O)NCCCN3CCOCC3)cc2c1C	-1	105	0	-1	-2.2	9	101	2	94
COc1ccc(NC(=S)Nc2ccc(N)c([N+](=O)[O-])c2)cc1	5	95	1	18	-0.1	17	88	11	90
CCOc1ccc(NC(=O)[C@@H](NC(=O)c2ccccc2Br)C(C)C)cc1	2	105	3	-1	0.6	-2	102	8	91
COc1ccc(CCNC(=O)C2CCC(CNS(=O)(=O)c3ccccc3)CC2)cc1OC (centres undefined)	5	105	1	4	-2.2	1	92	0	86
CC(C)[C@H](NC(=O)c1ccccc1)C(=O)OCC(=O)c1c(N)n(C)c(=O)n(C)c1=O	2	95	0	·	·	1	90	·	95
CC(Oc1ccc2c(-c3ccccc3)cc(=O)oc2c1)C(=O)NCCCN1CCOCC1 (centres undefined)	0	106	3	4	-0.6	0	98	1	115
COc1cccc(=O)c2c(C)n(C)c(C)c12	17	99	0	14	-3.4	2	97	15	98
CC(=C/c1ccccc1)/C=N/NC(=O)c1cnccn1	3	96	0	10	-1.0	26	·	9	95
O=C(C(=O)N1CCN(c2ccccc2Cl)CC1)c1c[nH]c2ccccc12	1	101	0	1	1.1	-4	93	3	92

The closing three entries of the section above come first, to join the parts.
SMILES	GLD-1 RNA inh	AGP1 TOR yeast	GRK2 inh	MCL1 BIM primary	MEX-5 binding	VLA-4 inh	CIT2 TOR yeast	Bcl-xL primary	CR mimetic SO
COc1cccc(=O)c2c(C)n(C)c(C)c12	17	99	0	14	-3.4	2	97	15	98
CC(=C/c1ccccc1)/C=N/NC(=O)c1cnccn1	3	96	0	10	-1.0	26	·	9	95
O=C(C(=O)N1CCN(c2ccccc2Cl)CC1)c1c[nH]c2ccccc12	1	101	0	1	1.1	-4	93	3	92
O=C1N=C(N2CCCCC2)S/C1=C\c1ccc(Cl)cc1	-4	97	2	-1	-1.4	-3	101	8	102
COc1ccc(C(=O)NC(=S)Nc2ccc(CN3CCOCC3)cc2)cc1Cl	-8	110	0	11	-2.1	6	114	3	67
CCN(CC)S(=O)(=O)c1ccc(NC(=O)COC(=O)c2c[nH]c(=O)[nH]c2=O)cc1	2	112	0	-2	0.2	11	102	10	99
COc1ccccc1C1CCN(C(=O)c2ccco2)CC1	6	113	0	1	0.2	17	102	5	90
O=C(Nc1nc2ccccc2[nH]1)c1ccc(Cl)cc1	3	107	0	1	0.6	9	101	1	90
CC(=O)C[C@H]1c2cc(C(F)(F)F)ccc2S(=O)(=O)N1c1ccc(N(C)C)cc1	-1	87	0	1	-0.1	-4	91	8	107
COc1ccc(CN2CCC(CNS(=O)(=O)c3cccc(C(F)(F)F)c3)CC2)cc1	10	100	0	6	0.1	3	97	7	116
NC(=O)C1CCN(C(c2ccccc2Cl)c2nnnn2Cc2ccc3c(c2)OCO3)CC1 (centres undefined)	0	92	0	2	0.1	6	92	3	98
COC(=O)CSc1ccnc2cc(Cl)ccc12	4	98	1	-6	1.3	4	90	-4	108
O=C(CSc1nnc(-c2ccco2)n1-c1ccccc1)NCc1ccco1	1	101	0	0	1.9	10	98	4	109
O=C(Nc1ccccc1N1CCCC1)c1ccc(Cl)cc1Cl	7	99	0	3	0.9	2	101	5	93
COc1ccc2c(c1)C(C1C(=O)CCCC1=O)c1ccccc1O2 (centres undefined)	4	98	1	0	-1.3	8	102	-1	111
CCOC(=O)c1c(C)c(C(=O)NCc2cccs2)c(C)n1C	-1	99	0	8	0.6	-5	107	3	98
CC(=O)Nc1ccc(-c2csc(NC(C)c3ccccc3)n2)cc1 (centres undefined)	0	95	0	-3	1.5	-28	105	3	111
Cc1cccnc1NC(=O)Cn1nc([N+](=O)[O-])cc1C	-4	104	0	6	2.1	-1	97	3	95
CCOc1ccc(NC(=O)CN(C)C(=O)Cc2c[nH]c3ccccc23)cc1OCC	-7	94	2	-13	-0.3	0	86	-9	100
CCN(CC(=O)O)S(=O)(=O)c1cc(Cl)ccc1Cl	6	100	0	-4	2.3	-3	102	3	104
COc1ccc(C2N(S(=O)(=O)c3ccccc3)CCN2S(=O)(=O)c2ccc(C)cc2)cc1 (centres undefined)	2	97	0	0	-0.6	0	·	2	92
CCN(Cc1ccccc1)C(=O)COC(=O)c1n[nH]c2ccccc12	8	111	1	2	·	6	103	0	101
CCOc1ccc(C2C(C(=O)c3ccco3)=C(O)C(=O)N2CCN2CCOCC2)cc1 (centres undefined)	-17	89	1	-4	-0.4	38	90	5	120
Cc1ccc(CNC(=O)C2CC3Cn4c(nc5cc(C)c(C)cc54)C3N2C)o1 (centres undefined)	9	92	0	1	0.6	-1	97	2	106
CC(C)C[C@H]1CN=C(Nc2ccccc2)N1CC1CCCCCC1	9	101	58*	3	·	-13	104	2	105
COc1ccc(NC2CC(=O)NC2=O)cc1 (centres undefined)	4	99	16	6	-7.4	0	98	9	93
O=C(CN1C(=O)COc2ccc(S(=O)(=O)N3CCCCC3)cc21)NCc1ccc(F)cc1	5	101	0	8	-2.5	4	101	4	105

Among those listed so far, two have an aryl thioether with sulfur outside any ring.
SMILES	GLD-1 RNA inh	AGP1 TOR yeast	GRK2 inh	MCL1 BIM primary	MEX-5 binding	VLA-4 inh	CIT2 TOR yeast	Bcl-xL primary	CR mimetic SO
COC(=O)CSc1ccnc2cc(Cl)ccc12	4	98	1	-6	1.3	4	90	-4	108
O=C(CSc1nnc(-c2ccco2)n1-c1ccccc1)NCc1ccco1	1	101	0	0	1.9	10	98	4	109

(listing goes on)
SMILES	GLD-1 RNA inh	AGP1 TOR yeast	GRK2 inh	MCL1 BIM primary	MEX-5 binding	VLA-4 inh	CIT2 TOR yeast	Bcl-xL primary	CR mimetic SO
Clc1cccc(CN2CCc3c([nH]c4ccccc34)C2)c1	-1	96	0	17	3.0	-14	92	12	101
O=C(CSC1=NS(=O)(=O)c2cc(F)ccc2N1)Nc1ccccc1	-6	?	2	5	-0.4	1	93	5	99
Cc1ccc(N(C(C)C(=O)N2CCCC2)S(C)(=O)=O)cc1 (centres undefined)	0	92	·	-5	0.8	6	95	0	89
COc1ccc(CCCC(=O)N/N=C/c2ccccc2OC)cc1	8	97	2	-1	1.1	3	86	1	88
O=C(COc1ncnc2c(Cl)cc(Cl)cc12)NC1CCCCCC1	1	92	0	-1	-0.7	-4	84	6	116
O=C(O)c1cc(Cl)ccc1-c1ccc(/C=C/c2cc(C(F)(F)F)[nH]c(=O)n2)o1	24	101	2	2	?	1	96	21	101
COc1cc(/C=N/Nc2ccnc(=O)[nH]2)ccc1O	·	99	1	·	-4.9	5	113	·	95
CN(C)S(=O)(=O)c1cc(NC(=O)CN2CCN(c3ccccc3F)CC2)ccc1Cl	-1	108	0	1	1.5	-6	100	1	87
CCCCn1c(N)c(N(CC(C)C)C(=O)C2CC(=O)N(c3ccccc3C(C)CC)C2)c(=O)[nH]c1=O (centres undefined)	3	113	1	-17	-0.6	27	100	-13	90
Cc1cccc(NC(=O)Cn2cc(C=O)c3ccccc32)c1	6	102	0	-3	2.2	7	100	-1	110
CC(NCCC1(Cc2ccccc2Cl)CCOC(C)(C)C1)c1cccs1 (centres undefined)	-2	120	1	2	6.6	2	100	5	85
Cc1noc(NS(=O)(=O)c2ccc(NC(=O)CS(=O)(=O)c3ccccc3)cc2)c1C	2	101	0	-2	1.9	3	98	3	89
Cc1ccc(CC(=O)Nc2ccc(C(=O)N3CCCCC3)cc2)cc1	0	98	7	0	0.3	-2	94	-4	96
COc1ccc(N2CC(C)Cn3c2nc2c3c(=O)n(Cc3ccccc3F)c(=O)n2C)c(OC)c1 (centres undefined)	4	95	2	11	-1.1	-10	84	5	104
CNC(=O)CN(C)S(=O)(=O)c1ccc(F)cc1	10	97	0	-4	-3.8	-8	98	1	110
O=C(Nn1c(Cc2cccs2)nc2ccccc2c1=O)c1cccs1	-3	104	0	4	·	-2	101	4	94
CCCn1c(Nc2ccc(Cl)cc2)nc2ccccc21	3	99	1	4	-3.4	9	93	5	94
COc1ccc(S(=O)(=O)N2N=C(c3cccc(NS(C)(=O)=O)c3)CC2c2ccco2)cc1 (centres undefined)	10	104	0	-4	-7.7	-3	102	-1	117
O=C(Nc1cccnc1)C1CCC(CNS(=O)(=O)c2cccc3nsnc23)CC1 (centres undefined)	3	97	0	7	-0.6	5	95	4	115
COc1ccccc1Cn1c(=O)c2ccccc2n2c(SCC(=O)N3CCCCC3)nnc12	-1	115	0	-16	1.1	-19	84	-9	103
COC(=O)c1ccc(NC(=O)c2ccccc2N(C)S(C)(=O)=O)cc1	4	104	0	7	0.1	12	106	2	118
COc1cccc(C(=O)OCC(=O)c2c[nH]c3ccccc23)c1OC	4	112	43*	-8	·	-11	99	0	91
CCOC(=O)C1CCN(C(=O)c2c(-c3c(Cl)cccc3Cl)noc2C)CC1	7	108	1	4	0.0	-1	107	3	67
CCCCN(CC)CCNC(=O)CN(C)S(=O)(=O)c1ccc2c(c1)c(=O)n(C)c(=O)n2C	-5	96	0	-6	-0.3	6	97	-7	126
Cn1c(SCC(=O)N/N=C/c2cc([N+](=O)[O-])ccc2O)nnc1-c1ccccc1	5	106	0	6	-2.5	3	92	5	105
CCOCCCNC(=O)N[C@@H](C)C(=O)OC	4	99	7	-2	0.9	-6	103	-3	85
COc1cc(C(=O)Nc2nnc(-c3sccc3C)s2)cc(OC)c1OC	-7	97	0	-17	-1.2	-18	95	-1	113

4 of these compounds in a different format.
Compound | GLD-1 RNA inh | AGP1 TOR yeast | GRK2 inh | MCL1 BIM primary | MEX-5 binding | VLA-4 inh | CIT2 TOR yeast | Bcl-xL primary | CR mimetic SO
Cc1ccc(CC(=O)Nc2ccc(C(=O)N3CCCCC3)cc2)cc1 | 0 | 98 | 7 | 0 | 0.3 | -2 | 94 | -4 | 96
O=C(NNC(=S)Nc1ccc(F)cc1)[C@H]1C[C@@H]1c1ccccc1 | 0 | 104 | 3 | 2 | -0.7 | -3 | 89 | -2 | 95
Cc1cccc(NC(=O)Cn2cc(C=O)c3ccccc32)c1 | 6 | 102 | 0 | -3 | 2.2 | 7 | 100 | -1 | 110
CCN(CC)S(=O)(=O)c1ccc(NC(=O)COC(=O)c2c[nH]c(=O)[nH]c2=O)cc1 | 2 | 112 | 0 | -2 | 0.2 | 11 | 102 | 10 | 99
